Compound activity: PubChem, National Center for Advancing Translational Sciences (NCATS)
DRD3 agonist: activates the human D3 dopamine receptor; P35462; D3R DiscoveRx beta-arrestin cells, luminescence, 90 min; max activation, %; hit rate 0.58% among 410,000; in the data active = max activation above about 30%; also: 0% is about no effect; mostly tested at two doses, the higher about 12 µM
Target sequence (P35462 whole entry, looked up): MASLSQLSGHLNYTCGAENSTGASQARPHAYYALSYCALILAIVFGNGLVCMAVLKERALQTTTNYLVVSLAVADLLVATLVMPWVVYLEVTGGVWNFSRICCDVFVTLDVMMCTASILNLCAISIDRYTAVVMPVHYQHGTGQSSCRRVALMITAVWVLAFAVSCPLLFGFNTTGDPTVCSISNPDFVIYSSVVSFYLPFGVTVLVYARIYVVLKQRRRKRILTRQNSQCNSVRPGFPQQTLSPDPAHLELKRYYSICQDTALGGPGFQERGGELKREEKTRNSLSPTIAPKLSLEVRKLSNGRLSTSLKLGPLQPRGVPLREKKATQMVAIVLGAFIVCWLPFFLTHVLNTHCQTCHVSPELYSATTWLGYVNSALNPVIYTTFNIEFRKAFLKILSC
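Agonist-mode cell screen: cells plated at 1500/well and incubated overnight at 37 °C, then exposed to library compounds for 90 min at 37 °C. Detection reagent was added for 30–60 min at room temperature, and luminescence was read.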
PTHR1 agonist: agonists of human PTHR1 parathyroid hormone receptor; Potency, µM (doses to about 115 µM), without a hit: top-dose activation, usual class: activators; hit rate 0.075% among 410,000; HEK293 GP2 PTHR1 cells, GloSensor cAMP luminescence, 1 h; also: potency is read from the fitted curve at half-maximal effect; nearly all actives have a fitted effect of over 55% in size; some results filed as inactive show a strong effect at the top dose; inactives centre near -15; many of its hits are not listed in these tables
Target sequence (Q03431 whole entry, looked up): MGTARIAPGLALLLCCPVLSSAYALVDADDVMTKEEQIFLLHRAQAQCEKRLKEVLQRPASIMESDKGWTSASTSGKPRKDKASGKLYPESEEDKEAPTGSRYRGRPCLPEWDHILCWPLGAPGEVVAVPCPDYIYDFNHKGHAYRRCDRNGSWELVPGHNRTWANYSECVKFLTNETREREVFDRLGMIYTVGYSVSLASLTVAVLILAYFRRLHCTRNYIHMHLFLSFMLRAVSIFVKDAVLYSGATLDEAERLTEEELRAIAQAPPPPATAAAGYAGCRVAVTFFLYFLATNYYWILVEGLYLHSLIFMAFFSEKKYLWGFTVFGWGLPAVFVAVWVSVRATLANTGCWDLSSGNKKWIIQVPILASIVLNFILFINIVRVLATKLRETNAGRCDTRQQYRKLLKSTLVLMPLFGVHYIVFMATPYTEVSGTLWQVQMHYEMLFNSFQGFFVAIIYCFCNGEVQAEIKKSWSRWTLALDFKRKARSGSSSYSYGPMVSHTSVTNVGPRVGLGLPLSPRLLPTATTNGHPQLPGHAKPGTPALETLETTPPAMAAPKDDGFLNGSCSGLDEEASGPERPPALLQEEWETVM
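HEK-293-derived GP2 cells expressing PTHR1 and a GloSensor cAMP reporter, 3,000/well, plated overnight, given luciferin plus IBMX (each 0.5 mM as added) for 1 h at 37 °C, then compound for 1 h at 37 °C. Luminescence was read after 15 min at room temperature.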
MmCpn inh: inhibitors of Methanococcus maripaludis chaperonin (MmCpn). Potency, µM (series often up to 76.9 µM), without a hit: at the highest dose activity, negative = inhibition, most hits filed as inhibitors. purified Mm-Cpn ATPase, ADP Transcreener TR-FRET. hit rate 0.031% among 330,000; also: potency is read from the fitted curve at half-maximal effect; % is scaled to controls: 0 for no effect and ±100 for the full control effect; nearly all actives have a fitted effect of over 80% in size
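Compound-treated chaperonin, 25 nM final, turns over 10 uM ATP at 37°C for 30 min following a 10 min preincubation; ADP generated competes with ADP-d2 for Eu-cryptate antibody, lowering FRET.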
CCT modulator: cytosolic chaperonin activity modulation | purified chaperonin ATPase assay, HTRF ADP detection, 30 min | activity change, % (test concentration not listed), hits read low | hit rate 0.3% among 360,000; in the data active = activity change below about -30%; also: % is scaled to controls: 0 for no effect and ±100 for the full control effect
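Enzyme 40 or 20 nM (batch-dependent) in Tris pH 7.4/KCl/MgCl2/DTT; cpd 76 uM single point; ATP 10 uM; 30 min 37 °C; Transcreener ADP HTRF detection, 30 min RT; ratio 665/615.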
EPAC2 agonist: activates human EPAC2 exchange factor; Q8WZA2; EPAC2 activation, biochemical qHTS; response scale: 100% = 6.5 mM cAMP response; hit rate 0.079% among 360,000; Potency, µM (highest dose often 154 µM), without a hit: at the top dose activation, hits mostly activators; also: potency is read from the fitted curve at half-maximal effect; nearly all actives have a fitted effect of over 50% in size
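Setup: EPAC2 100 nM, labeled Rap1B complex 250 nM, free GDP 50 uM. Compound titrations pinned in, brief spin, 5 min room temperature incubation. Kinetic fluorescence read over 30 min, normalized to 6.5 mM cAMP.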
pAkt inh: blocks phosphorylation of Akt. Neuro2A IGF-stimulated pAkt S473 HTRF, 20 min; stronger effect = lower value. activity change, % for hits at 50 µM. hit rate 0.32% among 360,000; in the data active = activity change below about -80%; inconclusive = mostly about -51% to -80%; also: % is scaled to controls: 0 for no effect and ±100 for the full control effect
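Neuro2A cells (4,500/well, DMEM with 0.5% FBS) were treated with compound at a single 50 µM final concentration, stimulated with 6 nM IGF for 20 min at 37 °C, and lysed. Phospho-Akt Ser473 was read by HTRF as 665/615 ratio ×10^4.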
EPAC2 antagonist: antagonists of human EPAC2. hit rate 0.18% among 360,000. Q8WZA2. AID 720708. Potency, µM (series often up to 114 µM), inactives show at the top dose activity, negative = inhibition, actives largely listed as inhibitors. EPAC2 GEF exchange of Rap1B-BODIPY-GDP, fluorescence; also: potency is read from the fitted curve at half-maximal effect; % is scaled to controls: 0 for no effect and ±100 for the full control effect; nearly all actives have a fitted effect of over 45% in size; many of its hits are not listed in these tables
D3 antag: blocks the human D3 dopamine receptor; P35462; D3R cells, DiscoveRx beta-arrestin luminescence, antagonist mode; stronger effect = lower value; max response, negative = inhibition, %; hit rate 2.5% among 360,000; in the data active = max response below about -50%; inconclusive = no clear call, values can overlap the other calls; also: % is scaled to controls: 0 for no effect and ±100 for the full control effect; mostly tested at two doses, the higher about 12 µM
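Cells plated overnight at 1500 cells/well, then exposed to library compounds with dopamine controls for 90 minutes at 37 degrees C. DiscoveRx reagent added for 30–60 minutes at room temperature; luminescence read, quantitative HTS format.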
* hit, by the source's call; i = inactive; ? = inconclusive; / = not tested or not shown; [ ] = dose if it differs, or a comment. Unless noted, calls follow the shape of the dose curve; as a rule, active = well fitted curve in the direction sought with a large enough effect; inconclusive = small, poorly fitted or top-dose-only effect, or another doubt; inactive = no such curve, though single readings can be large; an effect the other way counts as inactive or inconclusive. An excerpt. The share of hits here may be higher or lower than overall.

SMILES	DRD3 agonist	PTHR1 agonist	MmCpn inh	CCT modulator	EPAC2 agonist	pAkt inh	EPAC2 antagonist	D3 antag
Cc1[nH][nH]c(=O)c1C=NCc1cccc(C(F)(F)F)c1	0	i	1%	0.5	-3%	i	0%	12
Cc1ncc([N+](=O)[O-])n1Cc1cccc2ccccc12	13	-15%	0%	0.8	-2%	i	-3%	27
COc1ccc(CCNC(=O)c2[nH]c(C)c(C(C)=O)c2C)cc1	8	i	-1%	2.1	9%	i	-1%	35
C1=C(c2sc3ccccc3c2-c2ccc(OCCN3CCOCC3)cc2)CCCC1	-14	-11%	-1%	2.2	5%	i	-14%	0
C/C(CC(=O)Nc1ccccc1Cl)=N\NC(=O)C(=O)NCCO	2	3%	1%	0.8	10%	i	1%	-14
CCN(CC)CCN(C(=O)c1ccccc1OC)c1nc2ccc(F)cc2s1	-17	i	-4%	0.3	5%	i	?	?
Cc1ccc(S(=O)(=O)N(CC(=O)Nc2ccc(C(N)=O)cc2)C(=O)N2CCN(C)CC2)cc1	-2	18%	-1%	1.4	4%	i	19%	8
O=C(NCCO)c1ccc2[nH]c3c(c2c1)CCCC3	6	-9%	-2%	0.5	-4%	i	3%	-22
Oc1cccc(CN2CCCCC2)c1	-8	i	-2%	-0.2	-2%	i	-1%	6
COC(=O)[C@]1(Sc2ccccc2)CC(=O)N[C@@H]1c1ccccc1	-8	8%	/	-0.9	8%	i	7%	-10
COc1ccc(CNC2CCSc3ccccc32)cc1OC (stereo not drawn)	-10	-28%	-5%	-0.2	-4%	i	-2%	36
Brc1ccc(/C=N/Nc2ccccc2)cc1	2	?	4%	0.2	11%	i	-16%	-2
O=C(CC(C(=O)O)c1c(F)cccc1Cl)c1ccc(Cl)cc1 (stereo not drawn)	1	i	?	-0.2	8%	i	10%	8
COc1ccc(OC(=O)c2cn(C)nc2C(F)(F)F)cc1	2	i	-1%	2.1	5%	i	16%	6
CC(=O)CSc1nc(CCc2ccccc2)c(C#N)c(=O)[nH]1	-6	i	/	-2.3	-1%	i	5%	20
Cc1ccc(Cn2ccc(NC(=O)c3cc(-c4ccc(Cl)cc4)on3)n2)cc1	0	-24%[57.5 µM]	-2%	-4.1	9%	i	5%	18
Cc1cc(C)nc(NC(=O)CCN2C(=O)c3ccccc3S2(=O)=O)n1	3	-4%	1%	-1.8	1%	i	6%	-19
O=c1cc(-c2ccccc2)nc(N2CCN(Cc3ccccc3)CC2)[nH]1	-19	-9%	-1%	-2.2	15%	i	-7%	4
OCCOCCNc1ncnc2c1c(-c1ccccc1)cn2-c1ccccc1	4	0%	-1%	-2.9	5%	i	-7%	1
Cn1c(=O)n(Cc2ccccc2)c(=O)c2c1nc1n2CCN1Cc1ccco1	0	-1%	-2%	-2.8	13%	i	-14%	-22
CSc1cccc(NC(=O)CN(C)S(=O)(=O)c2ccccc2)c1	-14	-20%[57.5 µM]	-1%	-2.1	10%	i	4%	-20
C/C(=N\NC(=O)COc1ccc(C#N)cc1)c1ccc(N2CCOCC2)cc1	5	i	1%	2.2	10%	i	-2%	4
COc1ccc(S(=O)(=O)NC(C)C(=O)N2CCCC2)cc1C (stereo not drawn)	0	-15%	1%	-2.0	6%	i	-6%	2
Cc1c(C(c2cccs2)c2c(C)n(C)n(-c3ccccc3)c2=O)c(=O)n(-c2ccccc2)n1C	-21	i	-2%	-1.7	13%	i	0%	-23
CC1CCCC(C)N1c1ccc(S(=O)(=O)N2CCOCC2)cc1Cl (stereo not drawn)	-3	-5%	-1%	-0.2	6%	i	-12%	1
CCOC(=O)COn1c(=O)c(-c2ccc(C)cc2)[n+]([O-])c2ccccc21	-2	i	0%	1.1	0%	i	9%	0
Cc1ccc(NCC(=O)N/N=C/c2ccc(-c3cccc(C(F)(F)F)c3)o2)cc1	7	-4%	0%	-1.7	-16%	i	?	3
O=C(OCC(=O)C12CC3CC(CC(C3)C1)C2)c1ccccn1	-3	-20%	1%	1.2	5%	i	1%	-8
O=[N+]([O-])c1ccc(F)cc1Oc1nc(-c2cccnc2)nc2ccccc12	-5	-5%	2%	-2.0	13%	i	-5%	9
CC(C)COC(=O)CCNc1n[nH]c(=O)[nH]c1=O	8	i	-4%	-1.3	1%	i	3%	5
COc1cc(SC#N)ccc1N=Cc1c(C)[nH]n(-c2ccc(C)c(C)c2)c1=O	13	-42%[inhibitor]	-13%	0.6	-4%	i	0%	-23
NC(=O)c1c(NC(=O)Cn2nc(C(=O)O)c3ccccc3c2=O)sc2c1CCCC2	6	-37%[inhibitor]	2%	1.1	-2%	i	1%	45
Cc1nc(Nc2ccccc2F)c2oc3ccccc3c2n1	15	0%	-1%	-49*	-2%	i	12%	5
COc1cc(-c2cc(C(=O)OCC(=O)Nc3ccc4c(c3)OCO4)c3ccccc3n2)cc(OC)c1OC	1	i	-1%	-7.7	-2%	i	7%	6
O=C(CN1c2cccc3cccc(c23)S1(=O)=O)Nc1ccccc1F	-4	-24%	-3%	-6.7	15%	i	-2%	?
CC(=O)c1cccc(NC(=O)COC(=O)c2ccc(S(C)(=O)=O)c([N+](=O)[O-])c2)c1	-17	-89%[inhibitor]	-3%	0.8	7%	i	-11%	?
COc1cc2c(cc1OC)CN(C1CCC(C(C)(C)C)CC1)CC2 (stereo not drawn)	-19	-18%	/	1.2	-1%	i	-3%	-88*
CCC(C)c1ccc(NC(=O)Nc2cnccn2)cc1 (stereo not drawn)	2	-41%[inhibitor]	1%	3.2	2%	i	10%	-11
CC1(C)CC(=O)C2=C(C1)N(c1ccc(F)cc1)C(=O)NC2(C(F)(F)F)C(F)(F)F	12	i	0%	-2.4	21%	i	0%	-15
CN(Cc1ccccc1)C(=O)COc1cccnc1[N+](=O)[O-]	1	i	0%	-0.9	4%	i	1%	6
COc1ccc(NC(=O)C2CCN(S(=O)(=O)c3ccc(Br)s3)CC2)cc1OC	9	-14%	2%	0.9	-2%	i	2%	1
Cc1cccc(CSc2nnc([C@@H]3CCCN3)o2)c1	8	i	2%	0.0	8%	i	12%	9
COc1ccc2oc(C(=O)OC(C)C(=O)N3CCC(C)CC3)c(C)c2c1 (stereo not drawn)	2	i	-4%	0.3	3%	i	-10%	0
Cc1cc(-c2ccc(Cl)cc2)c2cnn(C(C)C)c2n1	4	-3%	-2%	-0.7	14%	i	?	20
CC1CCN(c2nc3nonc3nc2Nc2ccc(F)cc2)CC1	1	-25%	-2%	-0.8	7%	i	-18%	2

Grouped by structure, the entries above with a Cl atom
SMILES	DRD3 agonist	PTHR1 agonist	MmCpn inh	CCT modulator	EPAC2 agonist	pAkt inh	EPAC2 antagonist	D3 antag
C/C(CC(=O)Nc1ccccc1Cl)=N\NC(=O)C(=O)NCCO	2	3%	1%	0.8	10%	i	1%	-14
O=C(CC(C(=O)O)c1c(F)cccc1Cl)c1ccc(Cl)cc1 (stereo not drawn)	1	i	?	-0.2	8%	i	10%	8
Cc1ccc(Cn2ccc(NC(=O)c3cc(-c4ccc(Cl)cc4)on3)n2)cc1	0	-24%[57.5 µM]	-2%	-4.1	9%	i	5%	18
CC1CCCC(C)N1c1ccc(S(=O)(=O)N2CCOCC2)cc1Cl (stereo not drawn)	-3	-5%	-1%	-0.2	6%	i	-12%	1
Cc1cc(-c2ccc(Cl)cc2)c2cnn(C(C)C)c2n1	4	-3%	-2%	-0.7	14%	i	?	20

Following part:
SMILES	DRD3 agonist	PTHR1 agonist	MmCpn inh	CCT modulator	EPAC2 agonist	pAkt inh	EPAC2 antagonist	D3 antag
O=C(O)Cn1cc(/C=C2/SC(=O)N(CC(=O)N3CCCCCC3)C2=O)c2ccccc21	-10	-25%	1%	2.0	-10%	i	?	-3
CC(=O)NC(c1cccc(F)c1)c1nc(-c2cccc(C(F)(F)F)c2)cs1 (stereo not drawn)	6	i	/	0.9	-8%	i	-6%	-6
CCOc1ccc(NC(=S)NC(=O)Cc2ccccc2)cc1	-2	i	0%	-5.3	17%	/	-10%	5
Cc1ccc(C)c(NC(=O)COC(=O)c2cccc(S(=O)(=O)N3CCCC3)c2)c1	-1	-6%	/	0.7	7%	i	2%	-12
COC(=O)c1ccc(NC(=O)CCN2CCN(c3ccccc3)CC2)cc1	2	-2%[57.5 µM]	-2%	-3.6	8%	i	2%	0
COc1ccc(N2C(N)=C(C#N)C(c3cccnc3)C3=C2CC(C)(C)CC3=O)cc1 (stereo not drawn)	3	i	2%	3.6	3%	i	1%	3
O=C(NCc1cc(C(F)(F)F)cc(C(F)(F)F)c1)C1CC(c2ccccc2C(F)(F)F)=NO1 (stereo not drawn)	5	-19%	-2%	-0.4	5%	i	28%	6
COc1ccc(-c2nnn(CC(=O)NCCc3c[nH]c4ccccc34)n2)cc1OC	4	-15%	1%	0.9	-2%	i	0%	17
O=C(OCc1ccccc1)N1CCC2CC1c1cc(N3CCOCC3)ccc12 (stereo not drawn)	7	-48%[inhibitor]	/	-7.2	16%	i	-13%	35
Cc1cc(C)n2nc(SCc3ccccc3F)nc2n1	-1	i	1%	0.2	-2%	i	10%	1
CN(C(=O)CSc1nc2ccccc2c(=O)n1-c1ccc(F)cc1F)C1CCS(=O)(=O)C1 (stereo not drawn)	4	-7%	4%	0.2	-4%	i	-4%	2
CN(C)CCCNC(=O)c1ccc(Cl)c(S(=O)(=O)N2CCCCCC2)c1	-24	-15%	1%	-2.8	1%	i	8%	?
COc1ccc(F)cc1-c1cc(NC=O)c2ncc(-c3cccc(C(=O)N(C)C)c3)n2c1	52*	2%	/	-1.4	4%	i	-12%	?
N/C(=N\OC(=O)c1ccncc1)c1cccc([N+](=O)[O-])c1	2	-35%[inhibitor]	2%	-2.6	-2%	i	0%	11
Cc1cc(NC(=O)CSCC(=O)N(c2ccc(F)cc2)C(C(=O)NC2CCCCC2)c2ccc(O)c(O)c2)no1 (stereo not drawn)	3	-22%	0%	0.1	-12%	i	0%	9
Cc1nn(CC(=O)NCCN2CCCCC2C)c(=O)c2cc(-c3ccccc3)nn12 (stereo not drawn)	2	i	-2%	-4.0	1%	i	15%	-9
Cc1noc(C)c1COc1ccc(C(=O)OCC(=O)Nc2ccc(S(N)(=O)=O)cc2)cc1	2	-23%	1%	-1.3	7%	i	-5%	17
CCCc1nc(NC(=O)c2ccccc2)nc(NC(=O)c2ccccc2)n1	1	i	-1%	-0.5	4%	i	4%	3
